hIAP block – human IAP inhibition | actives 0.12% (n = 330,000) | inhibition, % at 10 µM | purified IAP, CDP-Star luminescence, 30 min | AID 2544;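 active = inhibition reaching a set limit with compound at 10 µM in the primary screen, cut at about 35% in these data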;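 note: plate controls were DMSO wells with enzyme for no effect and no-enzyme buffer wells for full effect; values of inactives mirror those of a sister screen read the other way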
MPTP inh – permeability transition pore inhibition; isolated mouse mitochondria, Ca2+ swelling absorbance, 30 min; inhibition, % at 10 µM; actives 1.4% (n = 360,000); AID 602449;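 active = inhibition of 50% or more, scaled per plate between neutral and stimulator controls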;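 note: 0% = DMSO wells given calcium and 100% = 1 mM EGTA wells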
MIN6 prolif – inducers of beta-cell replication in MIN6 cells. MIN6 cells proliferation, ATPlite luminescence, 48 h; cells starved in 0.2% serum; 100% = growth in 10% serum. proliferation, % at 10 µM. actives 0.29% (n = 330,000). AID 2380;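 active = compounds whose signal lies at least 3.5 SD above the mean of all wells on their plate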;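 note: 0% = DMSO-treated cells in low-serum medium and 100% = 10% serum control; some compounds called inactive have numbers as strong as hits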
mIAP activ – mouse IAP activation. muIAP, CDP-Star luminescence, 30 min; hits give high values; 1 = vehicle-only enzyme signal, 0 = enzyme-free wells. actives 0.24% (n = 330,000). activation factor at 10 µM;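 active = activation factor of at least 2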; note: the source names both 10 and 20 µM as test concentration; values of inactives mirror those of a sister screen read the other way
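Assay system: mouse IAP enzyme; Reagent: CDP-Star chemiluminescent phosphatase substrate; Compound: DMSO-dissolved test compounds; Incubation: 30 min, room temperature; Technique: luminescence from enzymatic CDP-Star hydrolysis; Controls: DMSO-only wells and no-enzyme negative control.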
hIAP activ – increases human intestinal alkaline phosphatase activity | activation factor at 10 µM | actives 0.16% (n = 330,000) | AID 2524 | purified human IAP, CDP-Star luminescence, 30 min; hits give high values; 1 = vehicle-only enzyme, 0 = enzyme-free background | P09923;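 active = activation factor of the enzyme at least 2-fold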; note: the source names both 10 and 20 µM as test concentration; values of inactives mirror those of a sister screen read the other way
A3A deaminase – inhibitors of human APOBEC3A DNA deaminase; P31941; recombinant A3A, FAM/TAMRA ssDNA deamination fluorescence; inhibition, % at 20 µM; actives 0.41% (n = 330,000);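 active = at least 40% inhibition at 20 µM here, with at most 30% in a related deaminase screen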;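 note: plate controls were A3A with DMSO for no effect and wells lacking A3A enzyme for full effect; some results filed as inactive read as strong as hits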
Target sequence (P31941 whole entry, looked up): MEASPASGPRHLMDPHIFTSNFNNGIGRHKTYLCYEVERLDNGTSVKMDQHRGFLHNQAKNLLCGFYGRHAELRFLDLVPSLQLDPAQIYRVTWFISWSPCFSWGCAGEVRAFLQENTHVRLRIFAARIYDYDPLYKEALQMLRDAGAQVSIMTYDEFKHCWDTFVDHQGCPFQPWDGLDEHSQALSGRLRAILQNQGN
A3G deaminase – blocks human APOBEC3G single-stranded DNA deamination. Q9HC16. recombinant A3G, ssDNA deamination FAM/TAMRA fluorescence. inhibition, % at 20 µM. actives 0.28% (n = 330,000);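 active = inhibition of at least 40% at 20 µM, with no more than 30% in the related APOBEC3A deaminase screen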;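 note: plate controls were DMSO wells with A3G for no effect and wells lacking A3G enzyme for full effect; some compounds called inactive have numbers as strong as hits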
Target sequence (Q9HC16 whole entry, looked up): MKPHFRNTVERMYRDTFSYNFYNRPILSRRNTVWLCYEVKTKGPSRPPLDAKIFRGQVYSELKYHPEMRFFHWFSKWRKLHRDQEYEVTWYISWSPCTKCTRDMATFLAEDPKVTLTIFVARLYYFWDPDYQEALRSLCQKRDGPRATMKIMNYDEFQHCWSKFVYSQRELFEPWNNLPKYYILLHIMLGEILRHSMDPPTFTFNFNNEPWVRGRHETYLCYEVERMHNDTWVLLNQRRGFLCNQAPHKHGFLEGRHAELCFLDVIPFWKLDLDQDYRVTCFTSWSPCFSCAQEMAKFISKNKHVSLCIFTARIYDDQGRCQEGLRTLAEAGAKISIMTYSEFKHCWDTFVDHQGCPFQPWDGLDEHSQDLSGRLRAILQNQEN
mIAP block – blocks mouse intestinal alkaline phosphatase; inhibition, % at 10 µM; purified mouse IAP, CDP-Star luminescence, 30 min; actives 0.2% (n = 330,000);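 active = inhibition of at least 40% at 10 µM in the primary screen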;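 note: plate controls were DMSO with enzyme for no effect and no enzyme wells for full effect; values of inactives mirror those of a sister screen read the other way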
ATG4B inhibitor – blocks human ATG4B protease cleavage of LC3 substrate. ATG4B cleavage of LC3-PLA2, NBD-HPC fluorescence, 1 h. inhibition, % at 8.33 µM. actives 0.51% (n = 340,000). AID 504462; in the data active = inhibition above about 40%
Starred values were filed as active, the others as inactive.

1	CCOc1cc(C=O)ccc1OCCCN1C(=O)NC(C)(C)C1=O
2	CC(OC(=O)CN1C(=O)c2ccccc2C1=O)C(=O)NC1CCCC1 (centres undefined)
3	Cn1nc(C(=O)Nc2ccc(S(=O)(=O)N3CCCCC3)cc2)c2ccccc2c1=O
4	O=[N+]([O-])c1cccc(C(=Nc2ccccc2Cl)NO)c1
5	CCN(CC)c1ccc(N2C(=O)/C(=C/c3ccccn3)SC2=S)cc1
6	COc1ccc(-n2nc(C(=O)N(C)C)nc2-c2ccccc2)cc1
7	CCCNC(=S)Nc1ccc(CC(=O)OC)cc1
8	Nc1nnc(SCc2cccc(C(F)(F)F)c2)s1

assay / entry	1	2	3	4	5	6	7	8
hIAP block	2	-10	-12	14	9	-1	-2	1
MPTP inh	-0.2	1.0	-6.6	20	0.2	-1.0	-0.2	0.9
MIN6 prolif	-3	-3	-4	1	-2	4	0	0
mIAP activ	1.1	1	0.84	0.97	0.89	0.9	0.92	1.1
hIAP activ	0.98	1.1	1.1	0.86	0.91	1	1	0.99
A3A deaminase	-3	-2	3	1	-3	-6	-1	-4
A3G deaminase	-6	-5	-7	-7	-3	-9	-6	-6
mIAP block	-6	-4	16	3	11	10	8	-7
ATG4B inhibitor	-8	2	-15	5	-2	2	1	-7

9	N#Cc1c2n(c3c(N)ncnc13)CCCCC2
10	O=C(C1CCN(S(=O)(=O)c2cccnc2)CC1)N1CCN(c2ccccc2Cl)CC1
11	COc1cc(CNC(C)C23CC4CC(CC(C4)C2)C3)ccc1OCC(=O)NC(C)(C)C (centres undefined)
12	O=C(NCCOc1ccccc1Cl)c1cccc2c1C(=O)c1ccc(Cl)cc1S2(=O)=O
13	COc1ccc(C(=O)NCCS(=O)(=O)N2CCc3ccccc3C2)cc1
14	COc1ccc(OC)c(NC(=O)c2ccc(S(=O)(=O)N3CCOCC3)cc2)c1
15	COc1ccc(CCNC(=O)C2CCN(C(=O)c3ccccc3C)CC2)cc1
16	COC(=O)C(C#N)C(c1cccnc1)c1c(C)[nH][nH]c1=O (centres undefined)

assay / entry	9	10	11	12	13	14	15	16
hIAP block	16	-18	-12	-1	-10	0	-14	0
MPTP inh	0.2	-3.3	0.8	1.1	0.4	-0.4	-1.7	1.7
MIN6 prolif	2	-2	-5	-7	1	-3	-2	-2
mIAP activ	0.98	0.96	0.98	0.92	1	1	0.91	1
hIAP activ	0.84	1.2	1.1	1	1.1	1	1.1	1
A3A deaminase	-4	2	-1	-1	-6	-4	-1	-6
A3G deaminase	-6	-2	-8	-5	2	-5	-8	-6
mIAP block	2	4	2	8	-1	-3	9	0
ATG4B inhibitor	-4	1	0	-4	-3	-2	0	-9

17	c1ccc(N2CCN(c3nc4cc5c(cc4s3)OCO5)CC2)cc1
18	CC(=O)NC1=NN(C(C)=O)C(c2ccccc2)S1 (centres undefined)
19	O=C(/C=C/c1ccc(F)cc1)c1ccc(N2CCOCC2)cc1
20	CC(C)(C)NC(=O)c1cc(C(C)(C)C)c(O)c(C(C)(C)C)c1
21	COc1ccc(N=c2sc3ccccc3n2C)cc1
22	O=C(OCc1ccccc1)C1=NNC2C(=O)N(c3ccccc3)C(=O)C12 (centres undefined)
23	O=C(NCc1cccnc1)Nc1ccc(Cl)cc1
24	Cc1ccc(NC(=O)CSCc2ccco2)cc1

assay / entry	17	18	19	20	21	22	23	24
hIAP block	4	16	-8	-5	15	-2	9	4
MPTP inh	2.1	-0.6	2.4	-1.2	1.1	-0.4	-0.4	1.3
MIN6 prolif	-1	-3	-4	0	-1	0	0	-2
mIAP activ	0.93	0.96	0.95	1	0.89	0.96	0.93	0.88
hIAP activ	0.96	0.84	1.1	1.1	0.85	1	0.91	0.95
A3A deaminase	-2	0	-6	4	-3	-2	-2	-1
A3G deaminase	-1	-8	-6	0	-7	-3	-3	-5
mIAP block	7	4	5	0	12	4	8	12
ATG4B inhibitor	-9	1	-1	-12	4	7	5	-9

Entries shown so far containing a halogen:
4	O=[N+]([O-])c1cccc(C(=Nc2ccccc2Cl)NO)c1
8	Nc1nnc(SCc2cccc(C(F)(F)F)c2)s1
10	O=C(C1CCN(S(=O)(=O)c2cccnc2)CC1)N1CCN(c2ccccc2Cl)CC1
12	O=C(NCCOc1ccccc1Cl)c1cccc2c1C(=O)c1ccc(Cl)cc1S2(=O)=O
19	O=C(/C=C/c1ccc(F)cc1)c1ccc(N2CCOCC2)cc1
23	O=C(NCc1cccnc1)Nc1ccc(Cl)cc1

assay / entry	4	8	10	12	19	23
hIAP block	14	1	-18	-1	-8	9
MPTP inh	20	0.9	-3.3	1.1	2.4	-0.4
MIN6 prolif	1	0	-2	-7	-4	0
mIAP activ	0.97	1.1	0.96	0.92	0.95	0.93
hIAP activ	0.86	0.99	1.2	1	1.1	0.91
A3A deaminase	1	-4	2	-1	-6	-2
A3G deaminase	-7	-6	-2	-5	-6	-3
mIAP block	3	-7	4	8	5	8
ATG4B inhibitor	5	-7	1	-4	-1	5

(cont.)
25	COc1ccc(/C=C/C(=O)OCC(=O)NC(C)CCc2ccccc2)cc1OC (centres undefined)
26	O=C(N/C(=C\c1cccs1)C(=O)N1CCOCC1)c1cccs1
27	CCc1ccc(-c2nnn(CCC#N)n2)cc1
28	O=C(CN1C(=O)NC2(CCOc3ccccc32)C1=O)Nc1cccc(Cl)c1 (centres undefined)

assay / entry	25	26	27	28
hIAP block	-8	-5	4	14
MPTP inh	0.0	0.0	-1.4	-0.6
MIN6 prolif	-1	-3	-1	-5
mIAP activ	0.92	1.1	0.99	1
hIAP activ	1.1	1	0.96	0.86
A3A deaminase	0	-2	-1	-4
A3G deaminase	-5	4	-2	-8
mIAP block	8	-7	1	-1
ATG4B inhibitor	-21	-3	11	-10
